NTMT1 inh – Primary qHTS for Inhibitors of N-terminal methyltransferase 1 (NTMT1): MTaseGlo Assay | actives 2.5% (n = 59,000) | AID 1645870, 2021 | NTMT1 MTase-Glo SAH luminescence, purified enzyme | N-terminal Xaa-Pro-Lys N-methyltransferase 1 (Homo sapiens), Q9BV86 | Potency, µM (highest dose often 114 µM), for inactives: at the highest dose activity change, negative = inhibition, actives largely listed as inhibitors;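 also: plate controls were DMSO vehicle for no effect and no enzyme for full effect; nearly all actives have a fitted effect of over 65% in size; many of its hits are not listed in these tables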
Target sequence (Q9BV86 whole entry, looked up): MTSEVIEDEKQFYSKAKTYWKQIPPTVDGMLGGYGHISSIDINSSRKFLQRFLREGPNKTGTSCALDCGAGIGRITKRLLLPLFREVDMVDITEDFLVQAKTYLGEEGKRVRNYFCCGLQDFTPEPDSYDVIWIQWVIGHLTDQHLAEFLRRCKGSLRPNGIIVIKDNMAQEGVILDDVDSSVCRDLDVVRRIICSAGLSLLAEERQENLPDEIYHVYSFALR
FH mod – Identification of activators of human fumarate hydratase by quantitative high-throughput screening | Fumarate hydratase, mitochondrial (Homo sapiens), P07954 | FH coupled MDH/diaphorase resazurin fluorescence, 15 min | Potency, µM (titrated, usually from 79.9 µM), for inactives: top-dose activity change, negative = inhibition, hits mostly inhibitors | actives 0.22% (n = 54,000); also: the screen sought activators but most active calls are inhibition curves; nearly all actives have a fitted effect of over 45% in size
Target sequence (P07954 whole entry, looked up): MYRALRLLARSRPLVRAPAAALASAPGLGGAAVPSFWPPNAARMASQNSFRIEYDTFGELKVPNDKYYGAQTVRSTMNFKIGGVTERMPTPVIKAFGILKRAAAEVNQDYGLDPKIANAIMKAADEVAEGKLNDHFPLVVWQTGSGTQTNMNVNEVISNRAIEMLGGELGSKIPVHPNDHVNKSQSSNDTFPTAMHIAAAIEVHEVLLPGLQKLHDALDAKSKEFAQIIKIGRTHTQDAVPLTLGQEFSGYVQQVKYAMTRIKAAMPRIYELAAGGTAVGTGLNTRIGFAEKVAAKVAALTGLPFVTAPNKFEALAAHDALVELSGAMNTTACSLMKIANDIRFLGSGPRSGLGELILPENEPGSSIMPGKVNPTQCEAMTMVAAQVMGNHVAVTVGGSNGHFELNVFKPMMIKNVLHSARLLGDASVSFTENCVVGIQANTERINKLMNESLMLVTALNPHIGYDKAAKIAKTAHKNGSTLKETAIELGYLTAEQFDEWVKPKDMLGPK
Numbers without * were called inactive; ? = inconclusive; & = joins results of further samples; ! = not active in a repeat; [ ] = remark or other dose. Calls follow the shape of the dose curve; as a rule, active = well fitted curve in the direction sought with a large enough effect; inconclusive = small, poorly fitted or top-dose-only effect, or another doubt; inactive = no such curve, though single readings can be large; an effect the other way counts as inactive or inconclusive. Unless noted, % is scaled to controls: 0 for no effect and ±100 for the full control effect; potency is read from the fitted curve at half-maximal effect. Some of the compounds tested; count on the stated rates, not on these rows.

canonical_smiles | NTMT1 inh | FH mod
CCCc1cc(=O)[nH]c(=S)[nH]1 | ? | 5%&7%[53.3 µM]
COC1C(O)C(OC2CCC3(C)C(CCC45CCC6C7(COC(=O)C7)OC4(O)C6(C)CCC35)C2)OC(C)C1OC1OC(CO)C(OC2OC(CO)C(O)C(O)C2O)C(O)C1O (stereo unspecified) | -9%[12.6 µM] | 8%[20.6 µM]
Cc1c(F)c(N2CCNC(C)C2)cc2c1c(=O)c(C(=O)O)cn2C1CC1 (stereo unspecified) | 16%[57.5 µM] | 4%[53.3 µM]
Cc1nnc(SCC2=C(C(=O)O)N3C(=O)[C@@H](NC(=O)Cn4cnnn4)[C@H]3SC2)s1 | ? | -2%&-8%[53.3 µM]
CCN1CCN(c2ccc(Nc3ccc(-c4ccc(C(N)=O)cc4)n4ncnc34)cc2)CC1 | ? | 1%
COC(=O)C[C@@H]1C(C(=O)O)=CO[C@@H](O[C@@H]2O[C@H](CO)[C@@H](O)[C@H](O)[C@H]2O)/C1=C\COC(=O)/C=C/c1ccc(O)c(OC)c1 | 3%[12.6 µM] | -5%[20.6 µM]
c1ccc(-c2ccc(CNc3nc(-c4ccccn4)nnc3-c3ccccc3)cc2)cc1 | 51%[activator][57.5 µM] | 27%
COc1c(C)c2c(c(O)c1CC=C(C)CCC(=O)OCCN1CCOCC1)C(=O)OC2 | -7%[57.5 µM] | 10%[53.3 µM]
Cc1nnc(-c2ccc(-c3ccc(C(=O)Nc4ccc(O)c(N5CCN(C)CC5)c4)cc3)c(C)c2)o1 | -2%[57.5 µM] | 1%
C[C@H]1C[C@@H]2[C@@H]([C@@H](O)C[C@@]3(C)[C@H]2CC[C@]3(O)C(=O)CO)[C@@]2(C)C=CC(=O)C=C12 | 18%[57.5 µM] | 6%[53.3 µM]
CC1(C)CC[C@]23CO[C@@]4(CCC5[C@@]6(C)CC[C@H](O[C@@H]7OC[C@H](O[C@@H]8O[C@H](CO)[C@@H](O)[C@H](O)[C@H]8O[C@@H]8OC[C@@H](O)[C@H](O)[C@H]8O)[C@H](O)[C@H]7O[C@@H]7O[C@H](CO)[C@@H](O)[C@H](O)[C@H]7O)[C@@](C)(CO)C6CC[C@@]5(C)[C@]4(C)C[C@H]2O)[C@@H]3C1 (stereo partly specified) | 16%[12.6 µM] | -4%[20.6 µM]
COc1ccc(OC)c(C(O)CNC(=O)CN)c1 (stereo unspecified) | 13%[57.5 µM] | 0%[53.3 µM]
C=CC(C)(O)CC/C=C(\C)C(=O)O[C@@H]1[C@@H](O)[C@H](OC(C)(C=C)CC/C=C(\C)C(=O)O[C@@H]2O[C@H](CO)[C@@H](O)[C@H](O)[C@H]2O)O[C@H](CO)[C@H]1OC(=O)/C(C)=C/CCC(C)(O)C=C (stereo partly specified) | 0%[12.6 µM] | -1%[20.6 µM]
C=C1CCC2C(C)(C)C(O)CCC2(C)C1CCC(C)CCOC(C)=O (stereo unspecified) | 4%[29.8 µM] | -4%[53.3 µM]
CC(=NNC(=S)N1CCC1)c1ccccn1 | 73%[activator][57.5 µM] | 13%[53.3 µM]
O=C1C[C@@]2(C(=O)N1)C(=O)N(Cc1ccc(Br)cc1F)C(=O)c1cccn12 | 3%[57.5 µM] | 0%
OC[C@H]1O[C@@H](OC(CCCCc2ccc(O)cc2)CCc2ccc(O)cc2)[C@H](O[C@@H]2OC[C@](O)(CO)[C@H]2O)[C@@H](O)[C@@H]1O (stereo partly specified) | -11%[12.6 µM] | 0%[20.6 µM]
C=C1C(=O)OC2CC3(C)C(O)C(=O)C=C(C)C3CC12 (stereo unspecified) | -16%[57.5 µM] | -18%
O=C(O)Cc1cccc(OCCCN(Cc2cccc(C(F)(F)F)c2Cl)CC(c2ccccc2)c2ccccc2)c1 | 40µM* | -19%[53.3 µM]
Fc1ccc(-c2nc(-c3c(F)cccc3F)[nH]c2-c2ccncc2)cc1 | ? | 0%
O=C(O)c1cc(N(Cc2ccc(C3CCCCC3)cc2)C(=O)c2ccc(Oc3ccccc3)cc2)ccc1O | 32µM* | ?
COc1cc(C(=S)N2CCOCC2)cc(OC)c1OC | 8%[57.5 µM] | 10%[53.3 µM]
Oc1cc(O)cc(/C=C/c2ccc(O)c(O)c2)c1 | 35µM* | 3.5µM*!
C=CC(C)(O)CO[C@@H]1O[C@H](CO)[C@@H](O)[C@H](O)[C@H]1O (stereo partly specified) | 2%[57.5 µM] | 23%
NC[C@H]1O[C@H](O[C@H]2[C@H](O[C@@H]3O[C@H](CO)[C@@H](O)[C@H]3O)C(O)[C@H](N)C[C@@H]2N)[C@H](N)[C@@H](O)[C@@H]1O (stereo partly specified) | -3%[12.6 µM] | 1%[13.5 µM]
NCC1CCN(c2nccc(-c3ccc4ccccc4c3)n2)CC1 | ? | 3%
Oc1ccc([C@H]2COc3cc(O)ccc3C2)cc1 | -3%[57.5 µM] | -4%
CC(=O)c1ccc(O[C@@H]2O[C@H](CO)[C@@H](O)[C@H](O)[C@H]2O)cc1 | 5%[57.5 µM] | 6%
O=c1[nH]c(=O)n([C@H]2C[C@@H](O)[C@@H](CO)O2)cc1F | 35%[57.5 µM] | 11%[53.3 µM]
COc1cc(-c2ccc(O)cc2)c(OC)c(O)c1C1=CC(=O)OC1CC(=O)O (stereo unspecified) | 13%[29.8 µM] | -1%[53.3 µM]
CC1CN(CC(=O)Nc2ccc3c(c2)Cc2cccc(-c4cc(=O)cc(N5CCOCC5)o4)c2S3)CC(C)O1 (stereo unspecified) | ? | -15%
O=C1Cc2c([nH]c3ccc(Br)cc23)-c2ccccc2N1 | 17% | -21%[53.3 µM]

9 of these compounds in another layout:
Sequence of screens – NTMT1 inh, FH mod
> C=CC(C)(O)CO[C@@H]1O[C@H](CO)[C@@H](O)[C@H](O)[C@H]1O (stereo partly specified)
    2%[57.5 µM], 23%
> NC[C@H]1O[C@H](O[C@H]2[C@H](O[C@@H]3O[C@H](CO)[C@@H](O)[C@H]3O)C(O)[C@H](N)C[C@@H]2N)[C@H](N)[C@@H](O)[C@@H]1O (stereo partly specified)
    -3%[12.6 µM], 1%[13.5 µM]
> NCC1CCN(c2nccc(-c3ccc4ccccc4c3)n2)CC1
    ?, 3%
> Oc1ccc([C@H]2COc3cc(O)ccc3C2)cc1
    -3%[57.5 µM], -4%
> CC(=O)c1ccc(O[C@@H]2O[C@H](CO)[C@@H](O)[C@H](O)[C@H]2O)cc1
    5%[57.5 µM], 6%
> O=c1[nH]c(=O)n([C@H]2C[C@@H](O)[C@@H](CO)O2)cc1F
    35%[57.5 µM], 11%[53.3 µM]
> COc1cc(-c2ccc(O)cc2)c(OC)c(O)c1C1=CC(=O)OC1CC(=O)O (stereo unspecified)
    13%[29.8 µM], -1%[53.3 µM]
> CC1CN(CC(=O)Nc2ccc3c(c2)Cc2cccc(-c4cc(=O)cc(N5CCOCC5)o4)c2S3)CC(C)O1 (stereo unspecified)
    ?, -15%
> O=C1Cc2c([nH]c3ccc(Br)cc23)-c2ccccc2N1
    17%, -21%[53.3 µM]

Continuation:
canonical_smiles | NTMT1 inh | FH mod
CC1(C)CCC[C@]2(C)[C@H]3CC(=O)O[C@]3(C)CC[C@@H]12 | 0%[57.5 µM] | -1%
C=C(C)[C@@H]1CC[C@]2(C)CC[C@]3(C)[C@H](CC[C@@H]4[C@@]5(C)CC[C@H](O)C(C)(C)[C@H]5CC[C@]43C)[C@@H]12 | 16%[57.5 µM] | 1%[53.3 µM]
CC(C(=O)O)c1cccc(C(=O)c2ccccc2)c1 (stereo unspecified) | ? | -21%&1%&-1%[53.3 µM]
CCCCNc1ncc2c(-c3ccc(F)cc3)nn(CC3CCC(N)CC3)c2n1 (stereo unspecified) | ? | -6%[53.3 µM]
CC1C/C=C/C=C\CCCCC(O)C/C=C/C(=O)O1 (stereo unspecified) | 15%[57.5 µM] | 1%
O=C(NC(NC(=S)Nc1ccc(F)c([N+](=O)[O-])c1)C(Cl)(Cl)Cl)C(c1ccccc1)c1ccccc1 (stereo unspecified) | 11% | -17%
C[C@@H]1O[C@@H](O[C@H]2[C@H](O[C@H]3CC[C@@]4(C)C(CC[C@]5(C)C4C=C[C@]46OC[C@@]7(CCC(C)(C)C[C@H]74)[C@@H](O[C@@H]4O[C@@H](C)[C@H](O)[C@@H](O)[C@H]4O)C[C@]65C)[C@]3(C)CO)O[C@H](CO)[C@@H](O)[C@@H]2O[C@@H]2O[C@H](CO)[C@@H](O)[C@H](O)[C@H]2O)[C@H](O)[C@H](O)[C@H]1O (stereo partly specified) | 11%[12.6 µM] | -1%[20.6 µM]
C=C1C[C@]23C[C@H]1CC[C@H]2C1=C[C@H]2OC(=O)[C@@](C)([C@H]1[C@@H]3C(=O)O)[C@H]2O | -13%[29.8 µM] | 4%[53.3 µM]

COc1ncc2cc(C(=O)Nc3cc(C(=O)NCc4cccc(Cl)c4)ccc3Cl)c(=O)[nH]c2n1
  NTMT1 inh = -4%[57.5 µM]
  FH mod = 1%
O=C(COc1cccc2c(=O)[nH]ccc12)c1ccccc1
  NTMT1 inh = 1%[57.5 µM]
  FH mod = 1%
Oc1ccc(CCNCCCCCCNCCc2ccccc2)cc1O
  NTMT1 inh = ?
  FH mod = 16%[53.3 µM]
O=C1NCc2nc3ccccc3c(=O)n2C1Cc1c[nH]c2ccccc12 (stereo unspecified)
  NTMT1 inh = 7%[29.8 µM]
  FH mod = 1%[53.3 µM]
CC(NC(=O)Cc1cc(F)cc(F)c1)C(=O)NC1C(=O)N(C)c2ccccc2-c2ccccc21 (stereo unspecified)
  NTMT1 inh = 5%[57.5 µM]
  FH mod = 7%
CC(C)[C@@H](CS(=O)(=O)C(C)C)N1C(=O)[C@@](C)(CC(=O)O)C[C@H](c2cccc(Cl)c2)[C@H]1c1ccc(Cl)cc1
  NTMT1 inh = ?
  FH mod = 0%
CCCCS(=O)(=O)NC(Cc1ccc(OCCCCC2CCNCC2)cc1)C(=O)O (stereo unspecified)
  NTMT1 inh = 3%[57.5 µM]
  FH mod = 9%
CN1C(=O)c2ccccc2NC(=O)[C@]12O[C@@H]2c1cccc(O)c1
  NTMT1 inh = 17%[57.5 µM]
  FH mod = 0%
CC(=O)C1=CCC2C3CC=C4CC(O)CC(O)C4(C)C3C(O)CC12C (stereo unspecified)
  NTMT1 inh = 5%[29.8 µM]
  FH mod = 7%[53.3 µM]
Cc1oc(S(=O)(=O)N2CCCCC2)cc1NC(=O)Nc1ccccc1
  NTMT1 inh = -2%[57.5 µM]
  FH mod = 2%
COc1cc2ncnc(Nc3cc(Br)c(O)c(Br)c3)c2cc1OC
  NTMT1 inh = ?
  FH mod = -16%
C=C1C(=O)O[C@@H]2CC(C)=C([C@@H](C)CCCOC(C)=O)[C@@H](O)[C@H]12
  NTMT1 inh = -3%[29.8 µM]
  FH mod = 0%[53.3 µM]
CC(C)C(O)(CO)CCO[C@@H]1O[C@H](CO[C@H]2OC[C@](O)(CO)[C@H]2O)[C@@H](O)[C@H](O)[C@H]1O (stereo partly specified)
  NTMT1 inh = 3%[29.8 µM]
  FH mod = 2%[53.3 µM]
O=C(O)CCc1ccc(NCc2cccc(Oc3ccccc3)c2)cc1
  NTMT1 inh = -5%&-29%[57.5 µM]
  FH mod = 5%[53.3 µM]
CC(C)C(C(=O)N(C)C(C)C(N)=O)N(C)C(=O)C1CCCN1C(=O)/C=C/C=C/C(O)C(C)O (stereo unspecified)
  NTMT1 inh = 9%[29.8 µM]
  FH mod = -2%[53.3 µM]

C=CC(C)(CCC=C(C)C)O[C@@H]1O[C@H](CO)[C@@H](O)[C@H](O)[C@H]1O (stereo partly specified)
  NTMT1 inh = 6%[29.8 µM]
  FH mod = 0%[53.3 µM]
CC(C)NCC(O)COc1cccc2[nH]ccc12 (stereo unspecified)
  NTMT1 inh = -15%&34%[57.5 µM]
  FH mod = 2%
C=C1CCC2C(C)(C)CCCC2(C)C1CC/C(C)=C\CO (stereo unspecified)
  NTMT1 inh = 13%[57.5 µM]
  FH mod = -27%
CC=C1C2C=C(C)CC1(N)c1ccc(=O)[nH]c1C2 (stereo unspecified)
  NTMT1 inh = -11%[57.5 µM]
  FH mod = 10%[53.3 µM]
Nc1ccc(O)c([N+](=O)[O-])c1
  NTMT1 inh = 35µM*
  FH mod = ?
CC(C)=CCNc1ncnc2c1ncn2[C@@H]1O[C@H](CO)[C@@H](O)[C@H]1O
  NTMT1 inh = 375%[activator]
  FH mod = 3%[53.3 µM]
C[C@@H]1O[C@@H](O[C@@H]2[C@@H](O)[C@H](O[C@H]3CC[C@@]4(C)C(CC[C@]5(C)C4CC=C4[C@@H]6CC(C)(C)CC[C@]6(C(=O)O[C@@H]6O[C@H](CO)[C@@H](O)[C@H](O)[C@H]6O)CC[C@]45C)C3(C)C)O[C@H](C(=O)O)[C@H]2O)[C@H](O)[C@H](O)[C@H]1O (stereo partly specified)
  NTMT1 inh = 2%[12.6 µM]
  FH mod = -1%[20.6 µM]
CC(=O)NC1CC(=O)C23C(=O)NC(Cc4c[nH]c5ccccc45)C2C(C)=C(C)C(O)C3/C=C/CC(C)/C=C(/C)C(O)C1O (stereo unspecified)
  NTMT1 inh = 17%[12.6 µM]
  FH mod = -2%[20.6 µM]
C[C@]12CC[C@@H]3c4ccc(O)cc4C[C@@H](CCCCCCCCCS(=O)CCCC(F)(F)C(F)(F)F)[C@H]3[C@@H]1CC[C@@H]2O (stereo partly specified)
  NTMT1 inh = 18%[57.5 µM]
  FH mod = -9%&-4%[53.3 µM]
NC1CCC(Nc2nc(Nc3ccc(C(=O)N4CCCCC4)cc3)c3ncn(-c4cccc(F)c4)c3n2)CC1 (stereo unspecified)
  NTMT1 inh = 40µM*
  FH mod = 12%[53.3 µM]

Source: PubChem (National Center for Advancing Translational Sciences (NCATS))
